bIAP inh – blocks bovine intestinal alkaline phosphatase activity; 190,000 tested, under 10 active; purified bovine IAP, CDP-star luminescence, 30 min; inhibition, % at 20 µM; AID 1019;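 active = over 50% inhibition of intestinal alkaline phosphatase at 20 µM in the single-dose screen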
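test system = bovine IAP enzyme | medium = DEA buffer 100 mM, pH 9.8, with MgCl2 1.0 mM, ZnCl2 0.02 mM | detection = luminescence | dosing = single compound dose of 20 µM, 2% DMSO final | incubation = 30 min reaction at room temperature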
PPARg SRC-1 ag – PPARgamma-driven SRC-1 recruitment agonism. P37231. PPARgamma-SRC-1 coactivator recruitment biochemical assay. activation, % at 8 µM. hit rate 0.41% among 200,000. AID 631; in the data active = activation above about 19%;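 also: 0% = DMSO and 100% = reference agonist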
Target sequence (P37231 whole entry, looked up): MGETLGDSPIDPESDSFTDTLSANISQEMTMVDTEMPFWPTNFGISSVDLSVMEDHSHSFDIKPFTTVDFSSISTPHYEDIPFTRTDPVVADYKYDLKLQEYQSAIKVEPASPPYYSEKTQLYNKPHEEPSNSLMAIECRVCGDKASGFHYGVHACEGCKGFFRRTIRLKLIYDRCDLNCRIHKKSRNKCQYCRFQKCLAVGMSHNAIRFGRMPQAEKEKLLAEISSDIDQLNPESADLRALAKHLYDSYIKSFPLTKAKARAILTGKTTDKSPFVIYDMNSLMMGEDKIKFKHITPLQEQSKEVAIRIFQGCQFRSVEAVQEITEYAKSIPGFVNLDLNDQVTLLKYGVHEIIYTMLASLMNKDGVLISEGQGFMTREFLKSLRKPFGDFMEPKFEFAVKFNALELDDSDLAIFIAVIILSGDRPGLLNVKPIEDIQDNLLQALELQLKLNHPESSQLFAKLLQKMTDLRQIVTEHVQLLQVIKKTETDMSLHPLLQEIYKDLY
TNAP inh noacc – inhibitors of human TNAP without phosphate acceptor; purified TNAP, CDP-star luminescence, 30 min; inhibition, % at 20 µM; hit rate 0.26% among 200,000; AID 1012;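 active = tissue-nonspecific alkaline phosphatase inhibition above about 50% at 20 µM in the single-dose screen, limit read from the data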;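 also: 0% = DMSO negative control and 100% = EDTA positive control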
Target sequence (P05186 whole entry, looked up): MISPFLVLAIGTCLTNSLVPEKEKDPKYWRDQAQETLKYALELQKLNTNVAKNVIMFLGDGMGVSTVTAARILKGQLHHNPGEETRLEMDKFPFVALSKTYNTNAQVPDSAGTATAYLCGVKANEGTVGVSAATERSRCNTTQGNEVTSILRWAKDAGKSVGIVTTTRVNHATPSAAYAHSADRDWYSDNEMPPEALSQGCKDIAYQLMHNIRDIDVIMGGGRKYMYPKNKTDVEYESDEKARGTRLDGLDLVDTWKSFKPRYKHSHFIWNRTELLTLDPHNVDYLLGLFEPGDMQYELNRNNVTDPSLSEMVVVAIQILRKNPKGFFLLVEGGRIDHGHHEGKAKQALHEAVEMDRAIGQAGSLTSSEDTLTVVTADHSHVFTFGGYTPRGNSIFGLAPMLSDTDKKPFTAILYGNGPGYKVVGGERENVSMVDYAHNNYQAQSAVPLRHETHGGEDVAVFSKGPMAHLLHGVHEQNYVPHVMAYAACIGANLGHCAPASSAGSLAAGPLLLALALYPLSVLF
TNAP act hiacc – increases human TNAP activity under high phosphate acceptor concentration; purified TNAP, CDP-star luminescence, 1 M DEA, 30 min; hits give high values; 0 = EDTA background, 1 = DMSO-only activity; P05186; 200,000 tested, under 10 active; activation factor at 20 µM;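 active = activation factor at least 2 at 20 µM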
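Test system – human TNAP · Doses – 20 µM single point · Incubation – 30 min, room temperature · Signal – luminescent substrate turnover signal · Read-out basis – activation factor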
bIAP act – increases bovine intestinal alkaline phosphatase activity | purified bovine IAP, CDP-star luminescence, 30 min; hits give high values; fold of DMSO-control signal, blank-subtracted | activation factor at 20 µM | hit rate 0.17% among 200,000;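 active = activation factor of 2 or more at 20 µM, a signal rise over negative controls twice the positive control's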
TR-FRET SRC-2 ct – flags TR-FRET format artefacts in PPARgamma SRC-2 recruitment agonist screen. TR-FRET artefact counter-screen; hits give high values. TR-FRET ratio at 8 µM. hit rate 0.4% among 200,000. AID 1049; in the data active = TR-FRET ratio above about 2000; also: inactives centre near 1500
TNAP inh hi DEA – blocks human TNAP under high phosphate acceptor concentration | AID 1135 | purified TNAP, CDP-star luminescence, 1 M DEA | hit rate 0.03% among 200,000 | inhibition, % at 20 µM;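 active = over 50% inhibition of tissue-nonspecific alkaline phosphatase at 20 µM in the single-dose screen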;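 also: plate controls were DMSO wells for no effect and EDTA-quenched wells as full inhibition for full effect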
PPARg SRC-2 ag – promotes SRC-2 coactivator recruitment by human PPARgamma; activation, % at 8 µM; PPARgamma LBD-SRC-2 recruitment, biochemical; hit rate 0.34% among 200,000; in the data active = activation above about 22%;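 also: 0% = vehicle and 100% = reference agonist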
Efa HMGR inh – blocks class II HMG-CoA reductase of Enterococcus faecalis. inhibition, % at 10 µM. AID 1066. hit rate 0.41% among 190,000. purified E. faecalis HMGR, NADPH absorbance 340 nm kinetic;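 active = inhibition above a set limit, the median over all tested compounds plus 3 SD, cut at about 9.5% in these data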;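 also: enzyme runs in reverse so mevalonate oxidation gives rising NADPH absorbance; 0% = complete reaction with DMSO and 100% = background rate lacking mevalonate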
PPARg SRC-3 ag – agonists of human PPARgamma SRC-3 coactivator recruitment; hit rate 0.26% among 200,000; AID 731; activation, % at 8 µM; biochemical PPARgamma/SRC-3 coactivator recruitment assay; in the data active = activation above about 23%;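 also: 0% = DMSO and 100% = reference agonist; some compounds past the cut are filed as inactive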
* marks the source's active call; other numbers are inactive results; . = no result given.

Each structure is followed by: TNAP inh noacc, PPARg SRC-3 ag, TNAP inh hi DEA, TNAP act hiacc, PPARg SRC-2 ag, PPARg SRC-1 ag, TR-FRET SRC-2 ct, bIAP act, bIAP inh, Efa HMGR inh
COc1ccc(CCNc2nc(C)cc(=O)[nH]2)cc1OC
  ., 9, ., ., 7, -3, 1630, ., ., .
CCOc1ccc(S(=O)(=O)NCCOC)cc1C
  -7, -2, -4, 1, 3, 3, 1668, 1, 2, -4
COC(=O)c1c(C)nc(C)c(C(=O)OC)c1-c1ccc(OC)c(OC)c1
  -6, 1, -2, 1, 3, 0, 1623, 1, -5, -2
CCOC(=O)CNc1nc(OCC#N)nc(N2CCOCC2)n1
  -11, 7, -3, 1, 4, -2, 1517, 0.9, 7, -4
CCCCCN(C(=O)CN(C)Cc1ccc(OC)cc1OC)c1c(N)n(CCCC)c(=O)[nH]c1=O
  -8, -10, -6, 1.1, -4, -5, 1329, 0.6, 41, -2
O=C(CN1CCN(S(=O)(=O)/C=C/c2ccccc2)CC1)Nc1ccc(N2CCOCC2)cc1
  -6, 3, -2, 1, 6, -4, 1671, 1.1, -13, -7
O=C(c1ccc(Cn2cc(Br)cn2)cc1)N1N=C(C(F)F)CC1(O)C(F)F (stereo not given)
  -2, 4, 0, 1, 14, 0, 1666, 1, 3, -4
C=CCN(CC=C)C(=O)Cc1ccc(F)cc1
  -7, -1, 3, 1, 7, 1, 1379, 0.9, 14, -2
COc1ccc(CN2C(=O)C(=O)N(CC(N)=O)C2=O)cc1
  2, 5, 0, 1, -4, -2, 1510, 1, 0, -8
COc1ccc(N=C2C(=Nc3ccc(OC)cc3)N(c3ccc(N(C)C)cc3)C(=S)N2c2ccc(OC)cc2)cc1
  18, -1, 18, 0.8, -3, -1, 1618, 0.7, 27, 2
CCOC(=O)c1c(C)c(C#N)c2c3ccccc3ccn12
  -6, 0, -4, 1, 2, 0, 1476, 0.8, 24, 0
CCn1c(SCc2nc3ccccc3[nH]2)nnc1-c1cccs1
  -5, 12, 4, 1, 4, 5, 1461, 1.2, -23, -3
CCOC(=O)C1=C(O)/C(=C/c2ccc(CNC(=O)C(=O)Nc3ccc(C)cc3)o2)N=C1C
  -7, 0, 6, 0.9, 8, 4, 1596, 1, 3, 3
CC(C)(Oc1ccc(Cl)cc1)C(=O)OCC(=O)N1CCCC1
  -5, -2, 3, 1, 3, 2, 1483, 1, 0, 1
CCn1c(SCC(=O)Nc2ccc3c(c2)OCCO3)nnc1-c1c[nH]c2ccccc12
  -7, 2, -6, 1.1, 9, -1, 1669, 0.9, 9, -5
CCS(=O)(=O)N1CCN(CC2CC3C=CC2C3)CC1 (stereo not given)
  -11, -1, 8, 0.9, 1, -2, 1268, 1, 1, -6
Cc1cc(N(CCO)CCO)ccc1C(c1ccc(N(CCO)CCO)cc1C)c1ccccc1Cl
  -8, 5, 0, 1, -2, 7, 1635, 0.9, 6, -5
O=C(CSCc1ccccc1Cl)N/N=C/c1ccco1
  -7, 2, -3, 1, -4, -4, 1410, 1, 1, -1
CC1(C)CC(=O)C(C=Nc2ccc(O)cc2)=C(O)C1
  -12, 3, -6, 1.1, 6, 4, 1522, 0.9, 10, 1
CC(C)NCCOc1cccc(Br)c1
  -8, 0, -4, 1, 0, 2, 1568, 0.9, 6, -3
CC(=O)N1N=C(c2cccs2)CC1c1cccs1 (stereo not given)
  -9, -1, -4, 1, -4, 7, 1660, 1, -4, -4
Cc1cccc(C)c1NC(=S)NCCc1ccccn1
  0, 1, 1, 1, -4, -6, 1340, 1, -1, 7
CC(=O)NC1C(=O)N(CC(C)C)c2ccccc21 (stereo not given)
  -10, -4, -4, 1, 0, -9, 1541, 1, 1, -1
CCOC(=O)CCc1c(C)nc(-n2[nH]c(C)c(CCO)c2=O)[nH]c1=O
  -27, 9, -1, 1, 10, 4, 1580, 1.3, -28, 4
Clc1ccc2c(c1)C1=C(C(c3ccncc3)O2)C(c2ccc(Br)cc2)n2ncnc2N1 (stereo not given)
  -8, 8, -7, 1.1, 7, 10, 1628, 1, 0, -3
CCN1CCc2c(OCC(=O)N3CCC(C)CC3)cccc2C1=O
  -9, 2, -1, 1, 2, 1, 1679, 1, -2, -6
CCC(NC(=O)NCc1ccccc1)(C(F)(F)F)C(F)(F)F
  1, -2, -3, 1, 4, 0, 1640, 0.8, 23, -10
CCOC(=O)c1cccc(-n2c(C)cc(C=O)c2C)c1
  -7, 7, -4, 1, 8, 1, 1606, 1, -2, 2
CC(C)[C@H](NS(=O)(=O)c1ccc2c(c1)OCCO2)C(=O)OCC(=O)Nc1cccc(Cl)c1Cl
  -13, 0, 2, 1, 4, 11, 1586, 0.6, 37, 3
NS(=O)(=O)c1ccc(CCNc2cc(=O)n(Cc3ccc(F)cc3)c(=O)[nH]2)cc1
  12, -1, 17, 0.8, -3, -1, 1653, 0.9, 10, -4

Compounds above that have an aryl methoxy group, in the order listed:
Each structure is followed by: TNAP inh noacc, PPARg SRC-3 ag, TNAP inh hi DEA, TNAP act hiacc, PPARg SRC-2 ag, PPARg SRC-1 ag, TR-FRET SRC-2 ct, bIAP act, bIAP inh, Efa HMGR inh
COc1ccc(CCNc2nc(C)cc(=O)[nH]2)cc1OC
  ., 9, ., ., 7, -3, 1630, ., ., .
COC(=O)c1c(C)nc(C)c(C(=O)OC)c1-c1ccc(OC)c(OC)c1
  -6, 1, -2, 1, 3, 0, 1623, 1, -5, -2
CCCCCN(C(=O)CN(C)Cc1ccc(OC)cc1OC)c1c(N)n(CCCC)c(=O)[nH]c1=O
  -8, -10, -6, 1.1, -4, -5, 1329, 0.6, 41, -2
COc1ccc(CN2C(=O)C(=O)N(CC(N)=O)C2=O)cc1
  2, 5, 0, 1, -4, -2, 1510, 1, 0, -8
COc1ccc(N=C2C(=Nc3ccc(OC)cc3)N(c3ccc(N(C)C)cc3)C(=S)N2c2ccc(OC)cc2)cc1
  18, -1, 18, 0.8, -3, -1, 1618, 0.7, 27, 2

Other results follow:
Each structure is followed by: TNAP inh noacc, PPARg SRC-3 ag, TNAP inh hi DEA, TNAP act hiacc, PPARg SRC-2 ag, PPARg SRC-1 ag, TR-FRET SRC-2 ct, bIAP act, bIAP inh, Efa HMGR inh
Cc1ccc(-n2c(C)nc3c(cnn3-c3ccccc3Cl)c2=O)cc1C
  -5, 2, -7, 1.1, 0, -1, 1505, 1, -4, -5
Cc1cc(S(=O)(=O)Nc2cccnc2)c(C)s1
  -2, 5, 3, 1, -6, 0, 1490, 1, 2, -1
C=CCN(CC=C)C(=S)NC(=O)/C=C/c1ccccc1
  -9, 7, -5, 1.1, 8, 8, 1550, 0.9, 11, -3
COC(=O)C1(S(=O)(=O)C2(C(=O)OC)CCCC2)CCCC1
  -9, 4, -10, 1.1, 3, 7, 1621, 1, 2, 6
COc1ccc(NCc2ccccc2[N+](=O)[O-])cc1OC
  3, 10, -2, 1, 7, -2, 1484, 0.9, 5, -2
CCOC(=O)N1CCN(Cc2nc3c(c(=O)n(C)c(=O)n3C)n2CCC(C)C)CC1
  -13, -4, -3, 1, 7, 1, 1636, 1.2, -18, 3
CC(=O)N1C(=O)C2(C(C#N)=C(N)Oc3cc(C)oc(=O)c32)c2ccccc21 (stereo not given)
  -7, -3, 1, 1, -1, -6, 1427, 0.9, 9, 1
CCCCn1c(SCC(=O)Nc2cc(C)on2)nnc1-c1ccco1
  -4, -7, -5, 1.1, -2, -3, 1106, 0.9, 10, -2
Cc1ccc(/C=C2\Oc3c(ccc(O)c3CN3CCN(C)CC3)C2=O)cc1
  5, 5, 12, 0.9, -1, -1, 1406, 0.8, 20, -2
CCC(C)(C(=O)NC1CCCC1)N(Cc1cccs1)C(=O)c1ccccn1 (stereo not given)
  -14, 0, -4, 1, 3, 6, 1692, 0.9, 11, -7
Cc1ccc(S(=O)(=O)N2CCN(C(=O)C3CCCCC3)CC2)cc1
  -14, -1, -3, 1, -1, -2, 1601, 1, -3, -5
Clc1cccc(CSc2nccn2-c2ccccc2)c1
  -9, -3, -2, 1, -9, 4, 1408, 0.8, 20, -3
Cc1ccc2nc(N(CCCN(C)C)C(=O)c3sc4ccccc4c3Cl)sc2c1
  0, -4, 5, 1, 0, 3, 1532, 1.5, -46, -4
Cc1ccc2nc(-c3cccc(N)c3)[nH]c2c1
  -12, 5, -2, 1, 12, 5, 1521, 1, -1, -1
Cc1ccc(N(CCC(=O)O)S(=O)(=O)c2ccccc2)cc1
  -12, 0, 4, 1, 11, 5, 1637, 1, -1, -5
CC(C)C(=O)Nc1cc(=O)[nH]c2ncnn12
  -8, -6, -1, 1, -5, -11, 1401, 0.8, 22, -1
CCCCc1nc(SCc2ccc([N+](=O)[O-])cc2)n[nH]1
  30, 4, -5, 1, 9, 0, 1592, 1.1, -10, -1
O=C(O)c1ccc(S(=O)(=O)Nc2ccc(O)c(Sc3nc4ccccc4s3)c2)cc1
  -4, 5, 0, 1, 3, 7, 1656, 1.1, -15, -6
O=C(OCc1nnc(-c2ccc(Cl)cc2)o1)c1ccc(=O)n(Cc2ccccc2)n1
  -6, 8, -1, 1, 2, -4, 1750, 1, 2, -4
Cc1cc(C)n(-c2ccc(F)cc2)c(=O)c1C(=O)O
  -8, 3, -3, 1, -2, -2, 1590, 0.9, 7, -5
COc1cccc(CNC(=O)C2(C)Oc3ccccc3NC2=O)c1 (stereo not given)
  -14, 15, -11, 1.1, 10, 6, 1649, 0.9, 12, 1
CCS(=O)(=O)Nc1cccc(C2=NN(S(C)(=O)=O)C(c3ccccc3)C2)c1 (stereo not given)
  7, 1, 5, 0.9, -5, -2, 1495, 1.1, -7, 6
CCC(C(=O)Nc1nccs1)c1ccccc1 (stereo not given)
  -7, 7, -6, 1.1, 5, 10, 1737, 1, 1, 0
CC(C)N(CCNCc1nnc(-c2ccccc2)o1)C(C)C
  -13, 0, -4, 1, 2, 2, 1517, 0.9, 5, 1
Cc1ccc(CCNC(=O)C2CCN(S(=O)(=O)c3ccc4c(c3)CCC(=O)N4)CC2)cc1
  -9, 1, -2, 1, -5, -4, 1426, 1.1, -6, -8
CC(C)(C)NCCCCOc1ccccc1F
  -6, 9, -4, 1, -3, 3, 1800, 0.8, 16, -3
O=C(Cn1cncn1)NCc1ccccc1Br
  -4, 3, -3, 1, 0, -6, 1536, 1, 1, -4
CC(OC(=O)c1cc(=O)[nH]c2ccccc12)c1ccccc1 (stereo not given)
  1, -1, 2, 1, 5, -6, 1416, 0.9, 12, -1
COc1ccc(CN2CCCC(CNC(=O)c3ccc(F)cc3)C2)c(C)c1C (stereo not given)
  -6, 8, -4, 1, 7, 9, 1605, 1, 2, -4
O=C(c1cccc(N2C(=O)C3C4C=CC(C4)C3C2=O)c1)N1CCCc2ccccc21 (stereo not given)
  -7, -1, -2, 1, 0, -6, 1582, 0.9, 14, 3
CCN(CC)S(=O)(=O)c1ccc(/C=C/C(=O)OCC(=O)NCc2ccc3c(c2)OCO3)cc1
  -7, 1, -4, 1, 5, 7, 1648, 0.9, 10, 2

Taken from above:
bIAP inh with Cc1ccc2nc(N(CCCN(C)C)C(=O)c3sc4ccccc4c3Cl)sc2c1 → -46
Efa HMGR inh with O=C(c1cccc(N2C(=O)C3C4C=CC(C4)C3C2=O)c1)N1CCCc2ccccc21 (stereo not given) → 3

From PubChem BioAssay
